CCHFV vOTU inh: CCHFV vOTU protease inhibitors, primary screen, biochemical, Pep-AMC substrate, fluorescence; 370,000 tested, 0.55% active; inhibition, % at 11.5 µM; Crimean-Congo hemorrhagic fever virus L polyprotein viral ovarian tumor (vOTU) protease …; in the data active means inhibition above about 30%; further: 0% = vehicle wells with enzyme and 100% = no enzyme wells
PfHsp40 yeast: rescue of yeast from PfHsp40 toxicity, primary screen, S. cerevisiae, ATP luminescence. S. cerevisiae expressing PfHsp40, growth rescue. growth rescue, % at 12.5 µM. 340,000 tested, 0.68% active; in the data active means growth rescue above about 28%, passing the limit was not always enough; inconclusive means no clear call, values can overlap the other calls;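 further: yeast W303a lacking pdr1 and pdr3 grown in galactose medium; growth measured after three days at 30 °C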
PrPC TRFRET: inhibitors of human cell surface prion protein PrPC, primary screen, cell-based, TR-FRET. Major prion protein (Homo sapiens), P04156. TR-FRET read-out. inhibition, % at 13.8 µM. 370,000 tested, 0.43% active. AID 720596, 2013; in the data active means inhibition above about 24%; further: 0% = median of the test wells and 100% = reference compound wells
Anthrax LF prot: Bacillus anthracis LF protease inhibitors, primary screen, biochemical, multiplex microsphere, MLPCN library; 360,000 tested, 0.12% active; Lethal factor (Bacillus anthracis), P15917; inhibition, % at 10 µM; multiplex microsphere protease cleavage assay; further: plate controls were buffer without enzyme for full effect and enzyme alone for no effect
FadD28 binding: inhibitors of FadD28 bisubstrate probe binding, primary screen, biochemical, fluorescence polarization, single point; AID 588549, 2011; Mycobacterium tuberculosis FadD28 fatty-acid-AMP ligase; 360,000 tested, 0.22% active; inhibition, % at 12.5 µM; in the data active means inhibition above about 8.5%, passing the limit was not always enough; inconclusive means no clear call, values can overlap the other calls
Yp Topo-I inh: Yersinia pestis topoisomerase I inhibitors, primary screen, biochemical, cleavage product accumulation, plate reader, single point | Y. pestis Topo-I cleavage product accumulation | activity, % at 10 µM | 360,000 tested, 0.064% active; in the data active means activity above about 50%, passing the limit was not always enough; inconclusive means no clear call, values can overlap the other calls; further: inactives centre near 2
TcdB inh: TcdB glycohydrolase inhibitors, primary screen, biochemical, single point, plate reader | Toxin B (Clostridioides difficile), P18177 | TcdB glycohydrolase enzymatic assay | 350,000 tested, 0.24% active | inhibition, % at 9.99 µM; in the data active means inhibition above about 10%
BoNT-A LC inh2: BoNT/A light chain protease inhibitors, primary screen, biochemical, flow cytometry, MLPCN library; 360,000 tested, 0.17% active; inhibition, % at 10 µM; AID 588499, 2011; multiplex microsphere protease substrate cleavage; Botulinum neurotoxin type A light chain protease (Clostridium botulinum A str. ATCC 3502); further: plate controls were buffer without enzyme for full effect and enzyme alone for no effect
BoNT F protease: BoNT/F light chain protease inhibitors, primary screen, biochemical, flow cytometry, MLPCN library. Botulinum neurotoxin type F light chain protease (Clostridium botulinum). Multiplex microsphere protease cleavage assay. inhibition, % at 10 µM. 360,000 tested, 0.22% active; in the data active means inhibition above about 35%, passing the limit was not always enough; inconclusive means no clear call, values can overlap the other calls; further: plate controls were buffer without enzyme for full effect and enzyme alone for no effect
* marks the source's active call; other numbers are inactive results; ? = inconclusive; / = not tested or not shown; & = joins results of further samples. Unless noted, no stated cut-off is given here; in the data, active means inhibition above about 30%; inconclusive means no clear call, values can overlap the other calls; inactive means below that. Not a hit list; 2.3% or so of the library scored in one or more.

SMILES | CCHFV vOTU inh | PfHsp40 yeast | PrPC TRFRET | Anthrax LF prot | FadD28 binding | Yp Topo-I inh | TcdB inh | BoNT-A LC inh2 | BoNT F protease
Cc1ccc(NC(=O)CSCC(=O)Nc2ccccc2C(=O)NC2CC2)cc1 | -3 | 0.1 | 0 | -3 | -3.5 | 0 | 0.1 | 1.8 | 17
O=C(CSc1nc2[nH]ncc2c(=O)n1-c1ccc(Cl)c(Cl)c1)NCc1ccccc1Cl | -1 | -1.0 | 13 | -4 | -6.0 | 5 | -1.7 | 0.0 | -4
Cc1cc(N2CCCCC2)nc(N)n1 | -15 | 0.4 | 7 | 1 | -1.2 | 2 | -0.6 | -0.1 | -5
COC(=O)NNC(=O)CCCOc1ccc(Cl)cc1Cl | -8 | 0.3 | 3 | 1 | -3.3 | -2 | 0.3 | -0.3 | 0
CS(=O)(=O)c1ccc2nc(NC(=O)CCNC(=O)c3ccc(Cl)cc3)sc2c1 | 11 | / | 4 | -8 | -1.9 | -1 | 2.0 | -1.5 | ?
COc1ccc(/C=C/c2noc(-c3ccccc3OC(C)=O)n2)cc1 | 3 | 0.1 | -6 | -14 | -1.9 | 24 | 2.6 | -4.3 | -8
CC(C)[C@@H]1N[C@]2(C(=O)Nc3ccccc32)[C@@H]2C(=O)N(c3cccc(C(F)(F)F)c3)C(=O)[C@@H]21 | -3 | 0.1 | -6 | -8 | -1.6 | 6 | / | -0.6 | -3
Cc1ccc(C(=O)N2NC(c3ccccc3F)C3C(=O)N(c4cccc(C)c4)C(=O)C32)cc1 (stereo not given) | -1 | 0.8 | 0 | 10 | 2.6 | 3 | 1.3 | 0.0 | -4
COc1ccc(OC)c(NC(=O)CC2SC(=Nc3ccccc3)N(CCc3ccccn3)C2=O)c1 (stereo not given) | 3 | 1.5 | 0 | -1 | -1.6 | 0 | -0.3 | 1.1 | -4
CCOC(=O)c1nnn(-c2nonc2N)c1-c1ccccc1Cl | -2 | 0.6 | 2 | -2 | -3.5 | -2 | 16* | -0.5 | 1
O=S(=O)(c1ccccc1)N(C1=NCCS1)S(=O)(=O)c1ccccc1 | -4 | 0.1 | 0 | -3 | -1.1 | 2 | / | 2.5 | 5
COc1cccc(S(=O)(=O)N(C)C[C@@H]2Oc3cc(C#CCN(C)C)ccc3S(=O)(=O)N([C@H](C)CO)C[C@@H]2C)c1 | -7 | / | 1 | -6 | -3.2 | -11 | 0.3&-0.9&0.0 | 0.4 | -16
O=C(Nc1ccccc1C(=O)NCc1cccnc1)c1cccc([N+](=O)[O-])c1 | 12 | -0.8 | -18 | -4 | 0.8 | 6 | 0.7 | -0.4 | -5
C/C=C\C=C/C(=O)Nc1cccc(C2=NOC3(C2)C[C@@H](C(N)=O)N(C(=O)/C=C/CC)C3)c1 (stereo not given in full) | / | -0.5 | / | -7 | -2.2 | 13 | / | -1.1 | -6
N#Cc1ccccc1NC(=O)C1CC(=O)N(c2ccc3c4c(cccc24)CC3)C1 (stereo not given) | -8 | -0.4 | 7 | -1 | -4.5 | 28 | 0.8 | 0.7 | -6
CCc1ccc(NC(=O)c2cc(-c3cccs3)on2)cc1 | 13 | 1.3 | 14 | -3 | 1.6 | 2 | 0.6 | 0.3 | 1
O=C(NCc1ccco1)c1sc2cc(F)ccc2c1Cl | 6 | 1.9 | 2 | -7 | 0.4 | -1 | 0.1 | -0.7 | -13
OCCN1CCN(CC/C=C2/c3ccccc3Sc3ccc(C(F)(F)F)cc32)CC1 | -2 | -0.3 | -12 | -10 | -5.2 | 1 | 3.8 | -0.1 | -8
CCOC(=O)c1nn(-c2ccc([N+](=O)[O-])cc2)cc1O | -8 | -0.9 | -1 | 12 | -0.2 | 8 | 1.3 | -0.5 | -10
CCCc1nc(SCC(=O)N2CCOCC2)c2c(C)c(C)sc2n1 | 6 | -0.7 | 5 | -3 | -3.8 | 22 | 1.1 | -5.1 | -17
COc1ccc(S(=O)(=O)NC(=O)C2(C)CCN2C(=O)Cc2cccc3ccccc23)cc1 (stereo not given) | -4 | / | 7 | 2 | -1.9 | 0 | -0.4 | -0.7 | -7
Cc1ccc(Cl)c(OCC(=O)Nc2sc(C)c(C)c2C#N)c1 | -7 | -0.5 | 2 | 3 | 0.5 | -7 | 0.6 | 1.6 | 12
COc1ccc(N(C)S(=O)(=O)c2cccc(C(=O)OC(C(=O)Nc3cc(C)cc(C)c3)c3ccccc3)c2)cc1 (stereo not given) | -6 | -1.3 | 26* | -1 | -0.7 | -3 | 0.6 | -0.7 | 0
COC(=O)[C@@H](NC(=O)N1CCC(Cc2ccccc2)CC1)C(C)C | 8 | 0.7 | 3 | -3 | 1.1 | 6 | -0.7 | -0.8 | 20
CCOC(=O)C1=CCN(S(=O)(=O)c2ccc(F)cc2)C1c1ccccc1 (stereo not given) | 9 | / | 12 | 5 | -0.7 | / | -8.3 | 0.3 | -2
CC(=O)c1cccc(NC(=O)c2ccoc2C)c1 | 2 | -1.7 | 7 | -1 | -2.3 | 0 | 1.6 | -1.6 | -5
O=C(CNS(=O)(=O)c1ccccc1)Nc1ccc2c(c1)OCO2 | 4 | 0.2 | -8 | -1 | -0.9 | 1 | 0.1 | -0.1 | -2
CCOc1ccc(CCNC(=O)C2CC(=O)N(c3ccccc3OCC)C2)cc1OCC (stereo not given) | -2 | -1.0 | -1 | 0 | -3.8 | 10 | 0.6 | -4.4 | -8
C=CCNC(=S)NC(CC(=O)OC)c1ccc2c(c1)OCO2 (stereo not given) | 12 | 0.7 | -1 | -5 | -0.7 | -3 | 1.7 | -0.8 | -3
O=C(NCC(=O)N(c1ccccc1F)C(C(=O)NC1CCCC1)c1ccco1)c1ccco1 (stereo not given) | 9 | -0.2 | 1 | 2 | -1.8 | 2 | 1.4 | -0.5 | 5
CC1(C(=O)NS(=O)(=O)c2ccccc2Cl)CCN1C(=O)C1(c2ccccc2)CC1 (stereo not given) | -2 | / | -9 | -1 | -4.6 | -3 | 0.2 | -0.2 | 5
Cc1ccc2cc(CN(Cc3cccs3)Cc3nnnn3CC3CCCO3)c(=O)[nH]c2c1 (stereo not given) | 11 | 0.0 | -1 | 0 | -8.7 | 19 | 2.2 | 0.2 | -11
Cc1ccc(N(CC(=O)NCc2ccccn2)S(=O)(=O)c2ccccc2)cc1Cl | 2 | 1.0 | 0 | -5 | -0.3 | 13 | 1.6 | 3.1 | -8
O=C(CCc1nnc(-c2ccccc2)o1)NC1CCCCC1 | 7 | 1.1 | 0 | 3 | -0.8 | -5 | 0.2 | 0.0 | -7
Cn1ccnc1SCC(=O)c1c(N)n(C)c(=O)n(C)c1=O | 3 | -0.8 | 9 | -5 | -2.9 | 7 | 0.8 | -0.3 | 1
Cc1cc(C)cc(C(=O)NC(CC(N)=O)c2ccc(NC3CCCCCCCCCCC3)c([N+](=O)[O-])c2)c1 (stereo not given) | -7 | -2.1 | 3 | -13 | -1.7 | 8 | 0.1 | -0.1 | -6
Cc1ccc(OCc2nc(C#N)c(N3CCN(Cc4ccccc4)CC3)o2)cc1 | 5 | 2.4 | 7 | -3 | -0.9 | 29 | / | -1.6 | -2
Cc1ccc(-c2ccc(C3C(C#N)=C(N)Oc4n[nH]c(C)c43)o2)cc1 (stereo not given) | 1 | 1.1 | -5 | -1 | -1.3 | 1 | / | 3.0 | 4
CCn1ncc(/C=C2/SC(=S)NC2=O)c1C | -3 | -0.8 | -13 | 0 | -3.0 | -3 | / | 0.6 | 3
CCCNC(=O)c1ccccc1NC(=O)c1ccccc1N(C)S(C)(=O)=O | 2 | 1.0 | -2 | -1 | -2.6 | -3 | / | -0.5 | ?
CCOc1cccc(C(=O)Nc2cccc(C(=O)NCC(C)C)c2)c1 | 0 | -1.3 | 8 | 0 | -3.7 | -1 | 3.6 | -0.6 | 8
CCCCNC(=O)c1cc(C)nn1-c1ccccc1 | 12 | 1.2 | 11 | -6 | -1.1 | 4 | 1.0 | -0.1 | 3
O=C(NCCN1CCOCC1)N1CCOCC1 | -6 | -0.5 | 2 | ? | -1.8 | 1 | / | ? | -5
Cn1c(=O)n(C)c2cc(NC(=O)CSc3nc4ccccc4c(=O)[nH]3)ccc21 | 10 | -0.9 | -7 | 3 | / | 1 | 0.3 | 0.6 | -5
Fc1ccccc1/C=N/n1cnnc1 | -1 | -0.2 | 7 | 2 | -0.6 | -5 | / | -0.1 | 6
O=C(NC1CCCc2ccccc21)c1cccc(F)c1 (stereo not given) | -14 | -0.7 | 7 | -5 | -3.2 | -18 | 0.2 | 2.9 | ?
Cc1ccccc1CNC(=O)C1CCN(c2nnc(N3CCCC3=O)s2)CC1 | 0 | -0.4 | 2 | -12 | -2.1 | 2 | 0.6 | -0.6 | -1
Cc1ccsc1C(=O)C1CCCN(Cc2cnc(N3CCOCC3)s2)C1 (stereo not given) | 0 | 0.4 | -1 | -9 | -1.2 | 24 | 1.2 | -1.6 | -2
Cc1noc(C)c1N=Nc1ccc(Br)cc1C(=O)O | -5 | 0.7 | -2 | 2 | -0.6 | 14 | -1.0 | 0.1 | -1
COC(CC(=O)NNC(=S)Nc1ccc(Cl)cc1)OC | 7 | 0.2 | -6 | -2 | 1.1 | -3 | 0.5 | 0.6 | -1
COc1ccc(CNC(=O)CN(Cc2ccc(C)cc2)C(=O)c2csnn2)cc1 | -8 | 0.7 | -3 | 4 | -0.8 | 0 | 0.2 | -1.5 | 13
CCOC(=O)c1c(C)n(CC)c2c1cc(O)c1ccccc12 | -3 | 0.1 | 25* | 9 | -1.1 | -13 | 4.9 | 1.8 | -18
Cc1ccc(C(=O)OCC(=O)Nc2cc(F)ccc2F)cc1NC(=O)c1ccco1 | 11 | 0.3 | 6 | -19 | -3.2 | 4 | / | 0.0 | -4

Retrieved by structure from the list above, two records:
SMILES | CCHFV vOTU inh | PfHsp40 yeast | PrPC TRFRET | Anthrax LF prot | FadD28 binding | Yp Topo-I inh | TcdB inh | BoNT-A LC inh2 | BoNT F protease
COc1ccc(CNC(=O)CN(Cc2ccc(C)cc2)C(=O)c2csnn2)cc1 | -8 | 0.7 | -3 | 4 | -0.8 | 0 | 0.2 | -1.5 | 13
Cc1ccccc1CNC(=O)C1CCN(c2nnc(N3CCCC3=O)s2)CC1 | 0 | -0.4 | 2 | -12 | -2.1 | 2 | 0.6 | -0.6 | -1

Whole records as entered above. Values in the order: CCHFV vOTU inh	PfHsp40 yeast	PrPC TRFRET	Anthrax LF prot	FadD28 binding	Yp Topo-I inh	TcdB inh	BoNT-A LC inh2	BoNT F protease
Cc1ccsc1C(=O)C1CCCN(Cc2cnc(N3CCOCC3)s2)C1 (stereo not given) as listed: 0	0.4	-1	-9	-1.2	24	1.2	-1.6	-2
Cc1noc(C)c1N=Nc1ccc(Br)cc1C(=O)O as listed: -5	0.7	-2	2	-0.6	14	-1.0	0.1	-1
CCOC(=O)c1c(C)n(CC)c2c1cc(O)c1ccccc12 as listed: -3	0.1	25*	9	-1.1	-13	4.9	1.8	-18
COc1ccc(CNC(=O)CN(Cc2ccc(C)cc2)C(=O)c2csnn2)cc1 as listed: -8	0.7	-3	4	-0.8	0	0.2	-1.5	13

Source: PubChem BioAssay (several laboratories)
